# From PubChem BioAssay
# 12-LOX inh: inhibitors of human 12S-lipoxygenase ALOX12; purified 12hLO, xylenol orange hydroperoxide absorbance; Potency, µM (top dose mostly 108 µM), without a hit: top-dose activity change, negative = inhibition, actives largely listed as inhibitors; actives 1.1% (n = 580,000); active = well fitted inhibition curve with a large enough effect; inconclusive = small, poorly fitted or top-dose-only effect, or another doubt; inactive = no such curve, though single readings can be large or run the other way
# Target sequence (P18054 whole entry, looked up): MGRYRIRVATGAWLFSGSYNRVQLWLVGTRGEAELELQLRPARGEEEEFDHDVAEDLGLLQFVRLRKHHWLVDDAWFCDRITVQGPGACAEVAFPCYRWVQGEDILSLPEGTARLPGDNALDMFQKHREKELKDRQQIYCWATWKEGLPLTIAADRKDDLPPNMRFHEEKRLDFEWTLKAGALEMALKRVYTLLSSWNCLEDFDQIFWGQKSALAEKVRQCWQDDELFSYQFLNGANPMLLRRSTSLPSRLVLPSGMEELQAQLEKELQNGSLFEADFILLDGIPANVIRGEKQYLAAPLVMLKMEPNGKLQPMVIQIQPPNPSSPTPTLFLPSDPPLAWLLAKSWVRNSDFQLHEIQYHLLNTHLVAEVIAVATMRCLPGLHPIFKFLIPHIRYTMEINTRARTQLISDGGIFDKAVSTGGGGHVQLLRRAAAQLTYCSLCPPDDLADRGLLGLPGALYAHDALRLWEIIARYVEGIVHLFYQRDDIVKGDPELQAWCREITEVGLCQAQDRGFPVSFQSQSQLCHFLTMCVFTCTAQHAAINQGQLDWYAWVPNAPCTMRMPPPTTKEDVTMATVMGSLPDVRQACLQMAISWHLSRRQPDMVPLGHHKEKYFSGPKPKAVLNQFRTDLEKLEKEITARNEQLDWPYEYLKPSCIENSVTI
#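 Hydroperoxide product was detected by ferrous iron/xylenol orange as the 573 to 405 nm absorbance ratio. Arachidonic acid at 40 uM (final) was turned over for 30 min at room temperature by 150 nM human 12hLO, pH 7.0 Hepes buffer, after 15 min compound preincubation.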
# An asterisk follows results filed as active; ? = inconclusive; [ ] = another dose, or the depositor's remark. % is scaled to controls: 0 for no effect and ±100 for the full control effect; potency is read from the fitted curve at half-maximal effect. An excerpt, so the mix of outcomes need not match the whole.
SMILES,12-LOX inh
CN(C)C[C@@H]1CN(Cc2ccncc2)C[C@H]1NC(=O)C1CCOCC1,102.4%[activator]
COc1ccccc1-c1cc(NCc2ccncc2)c2onc(C)c2n1,34.5%[activator][176 µM]
CC(=O)N1CCN(c2cc(-c3noc([C@@H]4CCCN4Cc4ccc(C(F)(F)F)cc4)n3)ccn2)CC1,2.9%
COCCN1C(=O)CC[C@]2(C(=O)N3CCSCC3)CCCC[C@@H]12,12.9%
CC(C)NC(=O)c1nc(-c2ccc(F)cc2)c2ccccn12,17.3%[176 µM]
O=C1N[C@@H]2CCN(C(=O)c3cccnc3)[C@@H]2C(=O)N1c1ccc(Oc2ccccc2)cc1,-0.4%[176 µM]
Cc1cnc(C(=O)NC2C[C@H]3CC[C@@H](C2)N3C(=O)COc2ccccc2)cn1 (stereo partly specified),52.6%[activator]
CN1C(=O)CC(C(=O)O)C12CCN(C(=O)c1ccc3c(c1)CCC3)CC2 (stereo unspecified),4.9%
Fc1ccc(Nc2cc3[nH]c(-c4ccccc4)cc3cn2)cc1,-20.6%
Cc1noc(C)c1C(=O)N1CCCC2(Cc3ccccc3CN2C(=O)C2CCCC2)C1 (stereo unspecified),2.7%[12.5 µM]
Cc1ccc(CN2CCN(C(=O)CCC3CC3)C(C)C2=O)cc1 (stereo unspecified),38.5%[activator]
COc1ccc(-c2ccccc2C(=O)N(C(C)C)C(C)C)c2cccnc12,1.6%
COCC(=O)NC[C@H]1OC[C@@H](NCc2cccc(C#N)c2)[C@@H]1O,7.8%[176 µM]
Cc1ncoc1C(=O)N1CCC2(CC1)CC(N(Cc1ccc(F)cc1)C1CC1)CCO2 (stereo unspecified),-4.8%
Cc1nc2c(OCC(=O)OC(C)(C)C)cccn2c(=O)c1-c1cc(C)n(-c2cccc(F)c2)n1,3.7%
COc1ccc(C)cc1NC(=O)CN1C(=O)NC2(CCCCC2)C1=O,3.2%
CC(C)CCNC(=O)CCC1CCN(C(=O)c2ccccc2F)CC1,8.6%
O=C1NC(=NC2CCCC2)C2(CCCN(CC3CCCCC3)C2)N1c1cc(F)cc(F)c1 (stereo unspecified),?
CC(=O)Oc1c(-c2ccc(NC(=O)c3ccco3)cc2)c(C2CC2)nn1-c1cccc(C)c1,?
O=C(NC1CCS(=O)(=O)C1)C1CCN(c2cnn(Cc3ccccc3)c(=O)c2)C1 (stereo unspecified),24.7%
O=C1NC(=NC2CCCCC2)C2(CCN(CC3CCCCC3)C2)N1c1cc(F)cc(F)c1 (stereo unspecified),?
COc1cccc(CNC2(Cc3cc(C(C)(C)O)on3)COC2)c1,12.3%[176 µM]
O=C(Nc1cccc(C(F)(F)F)c1)O[C@@H]1CO[C@H]2[C@@H]1OC[C@@H]2n1cc(-c2ccccn2)nn1,-3.7%
CN(CCc1ccncc1)C(=O)CCc1ccnc(N2CCCC2)c1,?
COCCOCc1nc(C2CCCCN2C(=O)c2ccco2)no1 (stereo unspecified),17.4%
O=S1(=O)c2ccc(N3CCN(Cc4ccccc4F)CC3)cc2Oc2ccccc2CN1Cc1cn(Cc2cccc(F)c2)nn1,19.1%
CC(=O)N1CCCN(C(=O)c2cnc3c(c2)N(C(=O)CCc2ccccc2)CCC3)CC1,15.0%[176 µM]
CCOc1ccc2c(n1)CCN(C(=O)C1CCOCC1)C2,14.7%
Cc1ccccc1CN1CCN(c2ncc(C(=O)NCCN(C)C)s2)C1=O,-18.5%
CC1Oc2ccc(NC(=O)c3c(F)cccc3F)cc2CN(Cc2cc(F)cc(F)c2)C1=O (stereo unspecified),-27.3%
CCc1nn(-c2ccc(OC)cc2)c(Oc2ccccc2F)c1CCC(=O)N(CC)CC,41.0%
O=C(N1CCCCC1)N1CCN(c2ccc(Cl)nn2)C(=O)C1,9.1%[6.33 µM]
O=C1NCCCCCCN(S(=O)(=O)c2ccccc2)[C@H]2C[C@H](c3nc(-c4cccnc4)no3)C[C@@H]12,20.1%
CN1OC(C)(CC(=O)Nc2ccccc2)N=C1c1ccc(Br)cc1 (stereo unspecified),?
O=C(NCCc1cccnc1)C1CCc2sc(C(=O)N3CCCCC3)cc2C1 (stereo unspecified),29.4%
O=C(NCCc1ccc(Cl)cc1)C1CCCN(c2nc3ncccc3o2)C1 (stereo unspecified),49.3%[activator]
COc1ccc(Cl)cc1C(=O)N1CCC(Oc2ccc3c(cnn3CCC(=O)O)c2)CC1,?
COc1ccccc1C(=O)N1CC[C@@H]2CN(S(C)(=O)=O)[C@@H]2C1,22.4%
COc1cc(CNCCc2ccccc2C)ccc1OCC(O)CN1CCOCC1 (stereo unspecified),37.4%[activator]
Cc1ccccc1S(=O)(=O)N1CCCc2nc(-c3ccccc3)ccc21,13.1%
COCCCNC(=O)c1ccc2c(c1)C(O)CCCCCN2CCOC (stereo unspecified),63.8%
CCOc1ccccc1-c1noc(-c2nc(CC)no2)n1,18.1%
COc1ccc(C)cc1NC(=O)Cn1nc2n(c1=O)CCCC2,64.3%[activator]
Cc1nc(C2CCCN(C(=O)Cc3ccc(S(C)(=O)=O)cc3)C2)n[nH]1 (stereo unspecified),7.7%
CN1CCC2(CCC1=O)CN(C(=O)CCOc1ccccc1)CCN2C (stereo unspecified),-5.1%
COc1ccc(C(=O)N2CCC3(CC2)C(OC)CN3c2cccc(F)c2)cn1 (stereo unspecified),36.8%[activator]
O=C(N[C@H]1CC[C@@]23CCCN2C(=O)CCC[C@H]3[C@H]1Cc1ccccc1)c1cccc(Cl)c1,1.9%
CC1(COc2ccccc2)COc2ccc(C(=O)N3CCOCC3c3ccncc3)cc2N1 (stereo unspecified),9.4%
O=C(NCc1cccnc1)C1CCc2nnc(C3CCN(C(=O)c4ccccc4)CC3)n21 (stereo unspecified),2.1%[6.33 µM]
O=C(NCc1ccccc1)N[C@H]1CC[C@@]23CCCN2C(=O)CCC[C@H]3C1Cc1ccccc1 (stereo partly specified),0.4%
CCOc1ccc(CC(=O)N[C@@H]2CN(c3ncccn3)C[C@H]2CN(C)C)cc1,79.5%[activator]
CN(CCO)c1ccc(-c2nc(CCCc3ccccc3)no2)cn1,56.5%[activator]
CC(C)NS(=O)(=O)c1cc(C(=O)O)cc(-c2ccc3c(c2)OCO3)c1,46.7%[activator]
COc1ccccc1CNC(=O)c1cc2c(s1)CCN(C(=O)c1ccc(C)cc1)C2,5.1%
CC(C)c1[nH]nc2c1C(c1ccc3c(c1)OCO3)NC2=O (stereo unspecified),-2.8%
O=C(Cn1ccn2nc(-c3ccc(F)cc3)c(CO)c2c1=O)NCc1ccc(F)cc1Cl,35.8%[activator]
O=C(CN1CC2CC(C1)[C@H]1CCCC(=O)N1C2)NCCN1CCOCC1 (stereo partly specified),8.3%
COCC1CN(Cc2c[nH]c3ccccc23)CC12CCNCC2 (stereo unspecified),10.3%
O=C(C1CCCC1)N1CCC(C(=O)N2CCCN(Cc3cccnc3)CC2)CC1,?
COc1ccc(C2Cn3cnc(C(=O)N4CCC(C(=O)Nc5ccccc5F)CC4)c3CO2)cc1 (stereo unspecified),53.5%[activator]

# Overlap with the part before: two compounds; new compounds follow.
SMILES,12-LOX inh
O=C(C1CCCC1)N1CCC(C(=O)N2CCCN(Cc3cccnc3)CC2)CC1,?
COc1ccc(C2Cn3cnc(C(=O)N4CCC(C(=O)Nc5ccccc5F)CC4)c3CO2)cc1 (stereo unspecified),53.5%[activator]
COc1ccc(C(=O)Nc2ccc(-c3noc([C@@H]4CCCN4Cc4ccco4)n3)cn2)cc1,24.6%
CCc1ccc(N2CC(c3noc(-c4ccccn4)n3)CC2=O)cc1 (stereo unspecified),19.3%
COc1ccc(OC)c(S(=O)(=O)NCC2CNCCOC2)c1 (stereo unspecified),?
O=C(c1ccc(N2CC3CC(C2)[C@H]2CCCC(=O)N2C3)nc1)N1CCN(c2ccccn2)CC1 (stereo partly specified),32.7%[activator]
O=C(c1cnc(-c2cccs2)nc1)N1CCN(CCO)CC(O)C1 (stereo unspecified),6.8%
CC(=O)NCCC(=O)N1Cc2ccccc2CC2(CCCN2CC2CCCCC2)C1 (stereo unspecified),1.6%[6.33 µM]
O=C(Nc1cccc(-c2ccc(F)cc2)c1)C1CCCN1C(=O)C1CCOCC1 (stereo unspecified),41.1%[activator]
CCCN1CCc2[nH]cnc2C12CCN(C(=O)C1COc3ccccc3O1)CC2 (stereo unspecified),55.1%[activator]
COc1cccc(OCc2nc([C@@H]3C[C@H]3c3ccccc3)n(CCO)n2)c1,7.6%
Cc1cccc(-c2nc3c(NCc4cccc(N(C)C)c4)nccc3[nH]2)c1,?
COc1cccc([S+](=O)([O-])N2CCC3(C2)C(=NC2CCCC2)NC(=O)N3c2cccnc2)c1 (stereo unspecified),5.8%
COCCN1CCNc2cc(NCc3ccccc3)ncc2C1,46.7%[activator][176 µM]

# Of the compounds above, these have a CF3 group:
SMILES,12-LOX inh
CC(=O)N1CCN(c2cc(-c3noc([C@@H]4CCCN4Cc4ccc(C(F)(F)F)cc4)n3)ccn2)CC1,2.9%
O=C(Nc1cccc(C(F)(F)F)c1)O[C@@H]1CO[C@H]2[C@@H]1OC[C@@H]2n1cc(-c2ccccn2)nn1,-3.7%

# The listing continues.
SMILES,12-LOX inh
Cc1ccc(OCCC2CCN(C(=O)Nc3cccc(C)c3)C2)cc1 (stereo unspecified),39.8%[activator]
CC(C)CCC(=O)N1C[C@@H](CO)[C@H](c2ccccn2)C1,15.1%
COCCN1CCCCCC(O)c2cc(C(=O)Nc3ccc(C)cc3)ccc21 (stereo unspecified),18.4%
O=c1n(Cc2cc(F)cc(F)c2)nc2n1CCCCC2,0.5%
O=C(c1n[nH]c2c1CCCC2)N1CCC2(CC1)NC(=O)N(c1ccc(F)cc1)N2,1.41µM*
Cc1ccc(-c2noc([C@@H]3CCCN3C(=O)c3cc(Cl)ccc3F)n2)cc1,-24.2%
Cc1ccc2c(C(=O)NCc3cccc(Cl)c3)cc(NC(=O)C(C)C)cc2n1,32.5%
Cc1ccc(C2NC(=O)N(CC(=O)NCCc3ccc(Cl)cc3)C3=C2C(=O)OC3)cc1 (stereo unspecified),?
NC(=O)C1CCN([C@H]2[C@@H]3OC[C@@H](O3)[C@@H](NC(=O)Nc3ccccc3)[C@@H]2O)CC1,44.0%[activator][176 µM]
Cc1cc(C)cc(NC(=O)N2CCCC(Cn3c(C4CC4)nc4cccnc43)C2)c1 (stereo unspecified),9.9%
Cc1cc2ncc(C(=O)N3CCC(Cc4ccccc4)CC3)cn2n1,12.7%[176 µM]
O=C(c1ccc(Cl)cc1)N1CC2(CCN(Cc3ccc(Cl)cc3)CC2)Cc2ccccc21,?

# As a short view, some entries already given.
SMILES,12-LOX inh
Cc1ccc2c(C(=O)NCc3cccc(Cl)c3)cc(NC(=O)C(C)C)cc2n1,32.5%
Cc1ccc(C2NC(=O)N(CC(=O)NCCc3ccc(Cl)cc3)C3=C2C(=O)OC3)cc1 (stereo unspecified),?
NC(=O)C1CCN([C@H]2[C@@H]3OC[C@@H](O3)[C@@H](NC(=O)Nc3ccccc3)[C@@H]2O)CC1,44.0%[activator][176 µM]
Cc1cc(C)cc(NC(=O)N2CCCC(Cn3c(C4CC4)nc4cccnc43)C2)c1 (stereo unspecified),9.9%
Cc1cc2ncc(C(=O)N3CCC(Cc4ccccc4)CC3)cn2n1,12.7%[176 µM]
O=C(c1ccc(Cl)cc1)N1CC2(CCN(Cc3ccc(Cl)cc3)CC2)Cc2ccccc21,?

# (more compounds)
SMILES,12-LOX inh
Cc1ccc(C2=NC3(CCN(C(=O)CSc4ccccc4)CC3)ON2)cc1,17.8%
CCn1ccnc1CN1CCC(Oc2ccccc2OC)(C(=O)O)CC1,3.6%
O=C(NC1CCN(c2cc(-c3ccc(F)cc3)[nH]n2)CC1)c1ccc2[nH]ccc2c1,-1.4%
Cc1ccnn1CCC(=O)N1CCOC(Cc2ccc(F)cc2)C1 (stereo unspecified),6.5%
Cc1noc(C)c1-c1ncc2c(n1)OCCN(Cc1ccccc1)C2=O,-16.5%[176 µM]
O=C(NC(Cc1ccncc1)C1CC(O)C1)c1cccc(N2CCNC2=O)c1 (stereo unspecified),12.4%
O=C1OC[C@@H]2CCN(C3COC3)Cc3ccc(F)cc3N12,3.9%[176 µM]
O=C(NC1CC1)c1cc2n(n1)CC(c1ccc3c(c1)OCO3)OC2 (stereo unspecified),-3.1%
CC(=O)N1CCCC2(CC(c3ccccn3)=NO2)C1 (stereo unspecified),9.7%[12.5 µM]
CCCN(Cc1nccn1C)C(=O)c1cn(Cc2ccc(F)cc2)nn1,14.5%
Cc1ccc(CNC(=O)N2CCCCCNC(=O)CC2c2ccccc2)cc1 (stereo unspecified),11.1%
C#CCN(C)Cc1nc(C2(O)CCN(C(=O)COC)CC2)cs1,97.8%[activator][176 µM]
O=S(=O)(c1cccs1)N1CCC(n2cnnc2-c2ccccc2)CC1,6.2%
Cc1ccc2c(c1)nc1n2[C@@H](CNC2CCOCC2)COC1,?
O=C(O)c1ccc(-c2ccc(N3CCCCCC3)nc2)cc1,-18.9%
O=C(CCC1CCN(S(=O)(=O)c2ccccc2)CC1)N1CCCC1,19.1%
CN1c2cccnc2CN(Cc2ccc(OC(F)(F)F)cc2)CC[C@H]1CO,32.4%[activator][176 µM]
Cc1ccc(C)c(-c2cc3c(=O)n(CCNC(=O)c4ccccc4)ccn3n2)c1,3.9%
Cn1cccc1C(=O)N[C@H]1C[C@H]2C(=O)Nc3ccc(/C=C/c4ccccc4)cc3C(=O)N2C1,-0.8%
CN1CCC(NC(=O)c2n[nH]c3c2CN(C(=O)c2ccccc2)CC3)CC1,17.6%
O=C1Nc2ccc(-c3ccccc3)cc2C(=O)N2CCN(C(=O)c3cccc(F)c3)C[C@H]12,?
C[S+](=O)([O-])N1Cc2ccccc2CC2(CCN(CC3CCNC3)CC2)C1 (stereo unspecified),-4.4%[6.33 µM]
CC(C)n1cc2cc(C(=O)NCCc3ccncc3)sc2c1,12.0%
COc1ccc(-c2nc(N3CCOCC3)cc3c2CN(Cc2ccccc2)C3=O)cn1,6.3%[176 µM]
CCc1noc(-c2ccn3c(CNC(=O)c4ccc(F)cc4)nnc3c2)n1,11.3%
Cc1cccc(OCC(=O)c2ccc3c(c2)N(C(C)C(=O)N2CCOCC2)C(=O)CO3)c1C (stereo unspecified),31.1%
Oc1ccc(NCCN2CCCC2)cc1,?
